GSK3 alpha inh: blocks human GSK-3 alpha kinase; ADP-Glo luminescence, 60 min; P49840; inhibition, % at 10 µM; 0.1% of 320,000 active;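 in the data active = inhibition above about 50%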;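 note: GST-tagged GSK-3 alpha with peptide substrate and 25 µM ATP; 0% = DMSO neutral wells and 100% = GW8510 positive control wells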
Target sequence (P49840 whole entry, looked up): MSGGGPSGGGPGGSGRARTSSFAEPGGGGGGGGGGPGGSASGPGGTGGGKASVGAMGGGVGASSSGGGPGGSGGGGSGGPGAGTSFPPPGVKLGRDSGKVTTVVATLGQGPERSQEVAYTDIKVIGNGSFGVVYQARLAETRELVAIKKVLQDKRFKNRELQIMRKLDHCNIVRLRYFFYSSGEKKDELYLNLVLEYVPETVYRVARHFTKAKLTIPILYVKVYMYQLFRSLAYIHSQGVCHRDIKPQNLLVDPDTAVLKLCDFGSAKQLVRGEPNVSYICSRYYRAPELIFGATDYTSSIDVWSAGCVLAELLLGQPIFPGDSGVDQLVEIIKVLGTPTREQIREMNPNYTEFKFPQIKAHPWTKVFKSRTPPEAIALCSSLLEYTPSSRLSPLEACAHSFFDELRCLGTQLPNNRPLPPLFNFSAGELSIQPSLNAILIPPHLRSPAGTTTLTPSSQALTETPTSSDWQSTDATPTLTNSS
AI-2 QS mod: modulators of Vibrio harveyi AI-2 quorum sensing system. activity change, % at 7.5 µM. 0.4% of 300,000 active. AID 2094. Vibrio harveyi JMH597 AI-2 luminescence/OD600 ratio, 9 h; stronger effect = lower value; strain lacks LuxN and CqsS sensors; 0 = neutral-control median; in the data active = activity change below about -75%, passing the limit was not always enough; inconclusive = no clear call, values can overlap the other calls;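 note: luminescence divided by OD600 gain over 9 h not by final OD600 alone; inactives centre near 13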
GSK3beta inhib: blocks human GSK3beta kinase activity; P49841; GST-GSK3beta kinase, ADP-Glo luminescence, 60 min; stronger effect = lower value; activity score (negative = inhibition), % at 10 µM; 0.038% of 300,000 active;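 active = more than half of replicate wells score below -50%, meaning over 50% inhibition versus plate controls; inconclusive = some replicates but at most half score below -50%; inactive = no replicate scores below -50%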;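 note: 0% = median DMSO wells and -100% = median GW8510 positive control wells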
Target sequence (P49841 whole entry, looked up): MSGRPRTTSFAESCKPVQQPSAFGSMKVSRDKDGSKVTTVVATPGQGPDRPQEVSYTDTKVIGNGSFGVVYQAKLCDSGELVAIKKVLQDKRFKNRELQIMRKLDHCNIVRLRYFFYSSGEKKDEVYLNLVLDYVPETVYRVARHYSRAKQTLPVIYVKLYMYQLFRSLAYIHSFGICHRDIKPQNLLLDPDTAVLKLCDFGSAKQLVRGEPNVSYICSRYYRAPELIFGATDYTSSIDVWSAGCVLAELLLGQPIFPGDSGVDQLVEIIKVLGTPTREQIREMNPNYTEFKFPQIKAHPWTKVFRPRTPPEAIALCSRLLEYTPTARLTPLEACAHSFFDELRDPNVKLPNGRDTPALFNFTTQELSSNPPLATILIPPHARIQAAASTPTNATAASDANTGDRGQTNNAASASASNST
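Test system: GST-fused GSK3beta enzyme, cell-free | Quantity: 1.6 ng GST-GSK3beta enzyme per well | Reagent: 25 µM ATP with peptide substrate | Schedule: 60 min enzyme reaction, room temperature | Signal: Luminescent ADP-Glo measurement of ADP formed | Read-out basis: Score relative to plate controls | Control set: DMSO and 20 µM GW8510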
Platelet DG rel: platelet dense granule release activity; AID 1663; inhibition, %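 (compounds screened at 7.5 µM in platelet-rich plasma)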; 0.22% of 300,000 active; human platelet-rich plasma, SFLLRN dense granule ATP release, luminescence;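 active = mean replicate score, as percent of positive control, at or above 50; inconclusive = mean below 50 but at least one replicate at or above 50; inactive = mean and every replicate below 50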
HDAC3 inhib: blocks human histone deacetylase 3. inhibition, % at 8.3 µM. 0.15% of 320,000 active. recombinant HDAC3, fluorogenic peptide/trypsin coupled, fluorescence. O15379; in the data active = inhibition above about 26%, passing the limit was not always enough; inconclusive = no clear call, values can overlap the other calls
DYRK1A inh: Dyrk1A (rat) kinase inhibition. inhibition, % at 12.5 µM. AID 504441. ADP-Glo luminescence, NFATc1 peptide. 0.43% of 310,000 active. Q63470; in the data active = inhibition above about 50%;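 note: plate controls were vehicle with enzyme for no effect and no enzyme for full effect; many of its hits are not listed in these tables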
PolyA inh: yeast polyadenylation inhibition | S. cerevisiae SKY197-pL101 polyadenylation reporter, beta-gal luminescence; efflux-impaired pdr1/pdr3 knockout yeast; score 100 = 6 SD above DMSO | calls only at 12 µM | 0.02% of 300,000 active;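 active = lowest replicate activity score at least 50, where 100 means six control SD above control mean; inconclusive = lowest score under 50 but half or more replicates reach 50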;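 note: yeast exposed to compound for 9 h at 30 °C; higher score means more reporter readthrough which indicates perturbed polyadenylation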
HSP90 refold inh: inhibitors of HSP90 luciferase refolding in rabbit reticulocyte lysate | luciferase refolding luminescence, 3 h | inhibition, % at 5.6 µM | 0.91% of 290,000 active | AID 1789;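 active = inhibition above the screen-wide mean plus 3 SD, computed separately per campaign, cut at about 16% in these data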;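 note: 0% = DMSO wells and 100% = 60 µM geldanamycin wells; inhibitors lower the luminescence because luciferase stays unfolded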
HSF1 activator: increases HSF-1 driven luciferase reporter signal; NIH3T3-HGL HSF-1 luciferase reporter, MG132, 8 h; 100% = twice DMSO control signal; activation, % at 9 µM; 1.7% of 300,000 active;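 active = mean replicate activation of at least 50% with a set share of replicates each reaching 50%; inconclusive = only one of those two conditions met; inactive = mean below 50% and too few replicates reaching it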;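 note: 0% = median of the neutral control wells and 100% = twice that signal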
HSF1 inhib: HSF1 inhibition. NIH3T3-HGL HSE-luciferase, MG132-induced, luminescence 8 h; stronger effect = lower value. activity change, negative = inhibition, % at 7.5 µM (by protocol). 0.77% of 300,000 active;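 active = more than half of replicate wells show activity change below -50%, luminescence cut by over half; inconclusive = some wells, but at most half, below -50%; inactive = no replicate well below -50%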;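 note: luciferase reports HSF-1 transcriptional activity via heat shock element; 0% = median of DMSO wells and -100% = zero luminescence signal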
An asterisk follows results filed as active; i = inactive; u = inconclusive; x = not tested or not shown. This is a subset. The share of hits here may be higher or lower than overall.

HSF1 inhib | PolyA inh | AI-2 QS mod | Platelet DG rel | GSK3beta inhib | DYRK1A inh | HSF1 activator | mol | HSP90 refold inh | HDAC3 inhib | GSK3 alpha inh
-5 | i | 19 | -3 | -5 | 7 | -10 | CCCc1cc(=O)c2ccc(OCC(C)=O)cc2o1 | 6 | -2 | -20
6 | i | 33 | 4 | -2 | 3 | -4 | Cc1nc2ccc(S(=O)(=O)Nc3cc(-c4nc5cccnc5s4)ccc3C)cc2s1 | 10 | x | -2
23 | x | 14 | -1 | 2 | -3 | 55* | CCN1CC(CN(C)Cc2nc(COc3ccccc3)no2)CC1=O (centres undefined) | -3 | -2 | -2
-2 | i | 22 | -12 | 2 | -8 | -6 | Cc1ccccc1NC(=S)N1CCCC1 | 1 | -4 | -3
-4 | i | 13 | -3 | 2 | 3 | -3 | CCCCNC(=O)CCNC(=O)c1ccc(C(C)(C)C)cc1 | 0 | 3 | x
-1 | i | 5 | -2 | 0 | -1 | 18 | N#Cc1cc([N+](=O)[O-])ccc1Oc1cccc(/C=N/NC(=O)c2ccc(Cl)cc2)c1 | 2 | 0 | 0
13 | i | 18 | 10 | 3 | 2 | 32 | COc1cccc(OCc2cc(C(=O)NC3CCOCC3)no2)c1 | -8 | 2 | 0
31 | i | 14 | -5 | -1 | 0 | 32 | Cc1ccc2nc(NCCc3ccccc3)c3nncn3c2c1 | -1 | x | x
-5 | i | 9 | 17 | -5 | -7 | -10 | CCOc1ccc(C2=CS/C(=C(\C#N)c3nnc4n3CCCCC4)N2CC)cc1 | -1 | 13 | -7
-8 | i | 22 | 5 | 0 | 3 | 6 | COC(=O)Cn1cc(C(=O)OC)cc(Br)c1=O | 0 | -6 | -1
3 | i | 24 | 0 | 2 | -5 | 13 | Cc1ccc2nc(C)c(C(=O)N/N=C/c3ccccc3[N+](=O)[O-])cc2c1 | -1 | -3 | -6
7 | i | 9 | -2 | -1 | 2 | 48 | CCn1c(SCC(=O)OC)nc2sc3c(c2c1=O)CCC3 | -1 | 3 | 1
11 | i | 30 | -3 | 1 | x | 17 | Cc1cc(N2C(=O)C(O)=C(C(=O)c3ccco3)C2c2cccc(Oc3ccccc3)c2)no1 (centres undefined) | 0 | 5 | -3
1 | i | 16 | -3 | 0 | 5 | 11 | O=C(CCCCCn1c(SCC(=O)c2ccccc2)nc2ccccc2c1=O)NCc1ccco1 | 3 | 4 | 4
-1 | i | 16 | -3 | 3 | -8 | -2 | CN1CCN(CCC(=O)N/N=C/c2ccccn2)CC1 | -1 | -4 | -1
4 | i | 23 | -11 | 0 | 2 | 14 | Cc1cc(C)c(S(=O)(=O)Nc2c(C)[nH]c(=O)[nH]c2=O)c(C)c1 | 1 | -6 | -6
-45 | i | 9 | 4 | -2 | 4 | -52 | CC(=O)NNc1cc(N2CCOCC2)nc(N2CCOCC2)n1 | 6 | 4 | -1
12 | i | 20 | 14 | -2 | -2 | 30 | CCOC(=O)C1=C(C)N(C)C(=S)NC1c1ccc(Cl)cc1Cl (centres undefined) | 5 | -9 | -1
-6 | i | 11 | 6 | 2 | 10 | -10 | O=C(O)C(C/C(=N/O)c1ccc(Br)cc1)P(=O)(c1ccccc1)c1ccccc1 (centres undefined) | 1 | -3 | -3
10 | i | 7 | -1 | -4 | 1 | 40 | Cc1ccccc1Cn1c(CN2CCc3ccccc3C2)nc2c1c(=O)n(C)c(=O)n2C | 6 | -1 | -2
-6 | i | 13 | -4 | -6 | 11 | 4 | CC(C)n1cnc2c(NCc3ccc(S(N)(=O)=O)cc3)nc(NCc3ccc(S(N)(=O)=O)cc3)nc21 | x | -4 | -1
1 | i | 35 | -5 | 2 | x | 4 | CC(=O)COc1ccc(-c2csnn2)cc1 | 0 | -16 | -1
3 | i | 1 | 0 | -3 | x | -16 | Cc1cccc(N2CCN(C(=O)c3cc(=O)[nH]c4ccccc34)CC2)c1C | -2 | 1 | 1
-10 | i | -69 | 9 | -2 | x | 2 | O=C(Cn1nnc2ccccc2c1=O)NCCc1ccc(F)cc1 | 1 | 4 | -4
0 | i | 15 | 10 | -3 | -2 | -2 | c1ccc(-c2ccc(C3CCCN3)cc2)cc1 (centres undefined) | 1 | u | -2
4 | i | 33 | -2 | 1 | -1 | 10 | Cc1ccc(C2NC(=O)c3c(sc4c3CCN(C)C4)N2)o1 (centres undefined) | -1 | -7 | 4
16 | i | 8 | 6 | -2 | 5 | 3 | O=C(Cc1ccc(Br)cc1)N1CCN(c2ccc(F)cc2)CC1 | 3 | 2 | 0
-69* | i | 3 | 25 | 11 | x | -69 | COc1ccc(OC)c2sc(N(CCCN(C)C)C(=O)c3ccc(S(=O)(=O)N4CCc5ccccc5C4)cc3)nc12 | x | 41* | -1
-1 | i | 28 | -3 | 1 | 4 | 4 | O=C(CS(=O)CC(=O)N(c1ccccc1)C(C(=O)NC1CCCC1)c1cccs1)Nc1ccc(F)cc1 (centres undefined) | -1 | 12 | -2
7 | i | 0 | -1 | 0 | 1 | 10 | Cc1cc(OCC(=O)N2CCN(c3ncccn3)CC2)ccc1Cl | 1 | 1 | 0
4 | i | -1 | -2 | 0 | -5 | 13 | O=c1nc2ccccc2c2n1CC(CN1CCN(c3ccccc3F)CC1)N2 (centres undefined) | 3 | 6 | -3
-8 | i | 15 | 0 | 4 | -3 | 2 | COc1ccccc1-n1nnnc1SCc1cc2c(cc1Br)OCO2 | -1 | 1 | 3
-7 | i | 27 | -3 | -3 | 3 | -13 | CC(C)OC(=O)c1ccc(NC(=S)NC(=O)c2cncc(Br)c2)cc1 | -1 | -2 | -2
9 | i | 18 | 3 | 1 | 2 | 2 | COc1ccc(C(=O)NCC(=O)OCC(=O)NC2CCCC2)cc1 | -4 | -7 | -2
-4 | i | 24 | 5 | -2 | 15 | 9 | Cc1cc2ccccn2c1C(=O)c1ccc([N+](=O)[O-])cc1[N+](=O)[O-] | -3 | -3 | -1
-6 | i | -1 | 10 | -4 | 2 | 4 | CCCS(=O)(=O)c1nc(S(=O)(=O)c2ccc(C)cc2)c(NCCCn2ccnc2)s1 | 4 | -2 | 3
7 | i | 14 | 4 | -1 | 27 | 6 | COc1ccccc1N1CCN(C(=O)c2cc3c(C)nc4ccccc4c3o2)CC1 | 1 | 4 | x
2 | i | -4 | -7 | -1 | -2 | 19 | O=[N+]([O-])c1cc(/C=N/N2CCN(c3ccccc3)CC2)ccc1Cl | -3 | 5 | -1
-5 | i | 20 | -7 | 1 | -1 | 4 | CN1CCN(c2oc(-c3ccco3)nc2S(=O)(=O)c2ccccc2)CC1 | 3 | 5 | -2
-2 | i | 22 | -3 | 2 | 0 | -2 | CCOCCCNC(=O)C1CCN(S(=O)(=O)CC)CC1 | 3 | 0 | 1
-7 | i | 22 | -4 | -1 | 1 | -14 | Cc1ccc(S(=O)(=O)N2CCOCC2)cc1C(=O)O | -1 | 0 | -3
3 | i | -17 | 3 | 0 | 4 | -7 | Cc1ccc(-n2c(SCC(N)=O)nnc2-c2ccco2)cc1 | -3 | -3 | -1
1 | i | 12 | -11 | -1 | -1 | 17 | O=C(C1CCCCC1)N1CCN(S(=O)(=O)c2ccc(Br)cc2)CC1 | -1 | -5 | 1
-3 | i | 21 | 3 | -4 | 3 | -12 | O=C(Nc1ccc(S(=O)(=O)Nc2ncccn2)cc1)c1ccccc1 | 2 | 1 | -6
-8 | i | 9 | 6 | 1 | -48 | -5 | Cc1ccc(C(=O)NCC(=O)OCC(=O)Nc2cc(C)c(C)cc2[N+](=O)[O-])cc1 | 0 | 0 | -1
-4 | i | 26 | -2 | 4 | 4 | -5 | COc1ccc(CNC(=O)c2nn(-c3ccccc3)cc2OC)cc1 | -1 | 9 | -2
-11 | i | 4 | 2 | -1 | 2 | -7 | N#Cc1c(-c2ccccc2)nc2n1CCS2 | 0 | -1 | -1
-10 | i | 22 | 2 | 2 | 1 | -2 | COc1cc2[nH]c(=S)n(CCN3CCOCC3)c(=O)c2cc1OC | 3 | u | -3
9 | i | 8 | -7 | 2 | -2 | 26 | CCOc1ccc(N(CC(=O)NCc2ccc(F)cc2)S(=O)(=O)c2c(C)noc2C)cc1 | 0 | -4 | -6
5 | i | 5 | 4 | 1 | 3 | -1 | CC(C)C(OC(=O)c1cccs1)C(=O)NCc1cccs1 (centres undefined) | 1 | -6 | 2
-6 | i | 13 | -4 | -1 | 19 | 2 | Cc1ccc(C(=O)C(OC(=O)CNS(=O)(=O)c2ccccc2)c2ccccc2)cc1 (centres undefined) | -4 | 10 | -2
-11 | i | 19 | 3 | -6 | 8 | 0 | Cn1c(/C(C#N)=C/Nc2ccccn2)nc2ccccc21 | 2 | 0 | -1
-5 | i | -9 | 5 | -5 | 0 | -12 | COc1cc(C2C(C#N)=C(N)OC3=C2C(=O)CCC3)cc2c1OCO2 (centres undefined) | 5 | -1 | 1
3 | i | 16 | 1 | 2 | 0 | 10 | CC1=C(C(=O)OC2CCCCCCC2)C(c2cc3c(cc2Br)OCO3)CC(=O)N1 (centres undefined) | 4 | 14 | 0
0 | i | -1 | 6 | -1 | -10 | -2 | CCOC(=O)C1C(=O)CC(C)(O)C(C(=O)OCC)C1c1ccc(SC)cc1 (centres undefined) | -3 | -4 | -2
-8 | i | -65 | 5 | 1 | -4 | 12 | O=C(Cn1nnc2ccccc21)N/N=C\c1cccs1 | 1 | -2 | -2

(list continues)
HSF1 inhib | PolyA inh | AI-2 QS mod | Platelet DG rel | GSK3beta inhib | DYRK1A inh | HSF1 activator | mol | HSP90 refold inh | HDAC3 inhib | GSK3 alpha inh
2 | i | 15 | 0 | -4 | 62* | 1 | NC(=S)c1ccc(C(N)=S)o1 | 5 | 4 | 10
-1 | i | 23 | 20 | 3 | -2 | 6 | O=C(CCNS(=O)(=O)c1ccccc1)N1CCN(c2ccccc2F)CC1 | 0 | 3 | 0
-2 | i | x | 3 | x | -5 | 3 | O=C(Cc1cccc(C(F)(F)F)c1)Nc1ccc(S(=O)(=O)N2CCCC2)cc1 | x | 5 | -2
-7 | i | 20 | 0 | 1 | 0 | 21 | COc1ccc(-n2nc(C(=O)NCC(=O)NCCCN3CC(C)CC(C)C3)c3ccccc3c2=O)cc1 (centres undefined) | -2 | -20 | 2
7 | i | 8 | -1 | 1 | 3 | -6 | O=C1c2ccccc2C(Nc2cccnc2)N1Cc1ccccc1Cl (centres undefined) | -1 | -1 | -1
1 | i | 16 | 0 | 3 | 1 | 1 | COc1ccc(NC(=O)c2cc(-c3ccc(C)cc3O)n[nH]2)c(OC)c1 | -1 | -6 | 0

Screening results deposited in PubChem by several laboratories.
